From PubChem
Vif imaging: inhibitors of HIV Vif; 340,000 tested, 0.35% active; HEK293T cells, Vif self-association by quenched fluorescence, imaging, 24 h; inhibition, % at 7.49 µM; in the data active = inhibition above about 50%, passing the limit was not always enough; inconclusive = no clear call, values can overlap the other calls; inactive = below about 31%; note: some results filed as inactive read as strong as hits
MC4R antagonist: human MC4R antagonism in cAMP assay | P32245 | MC4R-expressing cells, MTII-stimulated cAMP, LANCE TR-FRET | inhibition, % at 6.5 µM | 360,000 tested, 0.48% active | AID 540295;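 active = inhibition above its plate's cutoff, the mean of tested wells on that plate plus 3 SD, cut at about 29% in these data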;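 note: 0% = Melanotan II alone and 100% = Melanotan II plus saturating MCL0020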
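System – human MC4R-expressing U2OS cells · Also added – Melanotan II · Dosing – one concentration, 6.5 µM nominal · Timing – 30-min compound, 1-h challenge, 1-h detection, room temperature · Measured by – Eu-cAMP/anti-cAMP TR-FRET, emission 671 nm · Replicates – singlicate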
PDI turbidity: blocks human protein disulfide isomerase activity | P07237 | PDI insulin aggregation turbidity, A650, 90 min | inhibition, % at 10 µM | 350,000 tested, 0.052% active | AID 588391;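 active = mean inhibition across replicates of 30% or more, whatever share of single replicates reach that level; inconclusive = mean inhibition below 30% while every single replicate reaches 30%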;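 note: absorbance from insulin aggregation driven by PDI reduction with DTT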
HTR2A ag: activates the mouse 5-HT2A serotonin receptor. P35363. CHO-K1 mHTR2A beta-arrestin complementation, luminescence; percent of 30 µM serotonin response. activation, % at 7.6 µM. 360,000 tested, 0.66% active. AID 624169;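 active = activation above a run cutoff, the mean activation of all tested compounds plus 3 SD, cut at about 14% in these data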;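 note: 0% = plate median of compound wells and 100% = 30 µM serotonin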
H9c2 protect: myocardial damage modulation in H9c2 cells | H9c2 cardiomyocytes, H2O2 injury protection, ATPLite, 2 h | protection from H2O2 cell death, % at 20 µM | 360,000 tested, 0.63% active | AID 588492;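 active = compounds giving at least 50% protection of heart cells from peroxide-induced death in the single-dose screen, raw or plate-pattern-corrected value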;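 note: 0% = DMSO wells with peroxide and 100% = DMSO wells without peroxide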
CaV13 ICDI inh: Disruptors of the CACNA1D IQ motif to Ca2+-dependent inactivation inhibitor domain association, primary screening, Förster resonance energy transfer in intact living …; HEK cells, CFP/YFP FRET ICDI-IQ, plate reader, 10 min; percent FRET-ratio fall versus neutral wells; inhibition, % at 12.3 µM; 340,000 tested, 0.098% active; AID 743397;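 active = mean replicate inhibition of at least 30% and at least 1% of replicates passing that level; inconclusive = only one of the two criteria is met; inactive = neither criterion is met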;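 note: 0% = median of the neutral control wells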
ABCB6 inh 2: human ABCB6 transporter inhibition; AID 602162; fluorescence ratio to DMSO, % at 10 µM; K562-ABCB6 porphyrin accumulation, flow cytometry, 1 h; hits give low values; Q9NP58; 360,000 tested, 0.19% active;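 active = fluorescence ratio to DMSO below 75%, the collection mean minus 3 SD; inconclusive = too few cells collected in the well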;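 note: signal is porphyrin accumulated inside mitochondria; 100% equals median channel fluorescence of DMSO control wells; lower ratio means ABCB6 inhibition with less porphyrin fluorescence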
Target sequence (Q9NP58 whole entry, looked up): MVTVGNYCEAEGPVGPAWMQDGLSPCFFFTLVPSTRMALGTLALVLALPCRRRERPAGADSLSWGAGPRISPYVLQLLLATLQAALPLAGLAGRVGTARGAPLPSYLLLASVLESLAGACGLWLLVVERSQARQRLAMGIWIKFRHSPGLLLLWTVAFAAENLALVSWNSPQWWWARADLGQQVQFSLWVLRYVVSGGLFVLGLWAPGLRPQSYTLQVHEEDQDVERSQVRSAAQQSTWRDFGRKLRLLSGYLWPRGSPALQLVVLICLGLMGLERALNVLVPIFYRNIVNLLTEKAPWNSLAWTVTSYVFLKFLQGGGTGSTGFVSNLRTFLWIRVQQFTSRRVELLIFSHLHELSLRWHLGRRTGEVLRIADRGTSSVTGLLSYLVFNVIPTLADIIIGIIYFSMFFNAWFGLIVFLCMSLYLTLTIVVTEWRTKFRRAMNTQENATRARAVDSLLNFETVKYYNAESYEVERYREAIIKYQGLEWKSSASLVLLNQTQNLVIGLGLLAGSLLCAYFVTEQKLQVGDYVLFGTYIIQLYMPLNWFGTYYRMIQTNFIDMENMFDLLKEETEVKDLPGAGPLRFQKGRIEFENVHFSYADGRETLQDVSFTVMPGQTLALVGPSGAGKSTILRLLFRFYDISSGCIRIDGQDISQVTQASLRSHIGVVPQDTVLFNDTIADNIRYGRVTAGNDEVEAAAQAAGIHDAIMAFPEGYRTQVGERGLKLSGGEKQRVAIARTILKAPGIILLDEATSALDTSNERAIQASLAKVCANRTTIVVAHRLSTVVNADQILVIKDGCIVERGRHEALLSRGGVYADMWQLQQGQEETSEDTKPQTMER
MC4R barr agon: human MC4R agonism via beta-arrestin | 360,000 tested, 0.98% active | U2OS MC4R beta-arrestin complementation, luminescence; percent of melanotan II response, DMSO zero | P32245 | activation, % at 8.9 µM;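 active = activation above a per-plate cutoff, the mean activation of sample wells on that plate plus 3 SD, cut at about 8% in these data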
N-glyco inh: N-linked glycosylation inhibition; 360,000 tested, 0.23% active; D54 ERlucT glycosylation luciferase reporter, 24 h; percent of 100 nM tunicamycin response; AID 588692; reporter increase, % at 12.5 µM;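 active = mean luciferase reporter signal, scaled so untreated is 0 and the glycosylation-blocking control 100, at or above a set limit in every replicate; inconclusive = mean reaches the limit but not every replicate does; inactive = mean below the limit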;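 note: luciferase carries N-glycosylation sites so blocking glycosylation raises the light; 0% = median of neutral control wells and 100% = median of 100 nM tunicamycin wells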
aDG glyco act: increases alpha dystroglycan glycosylation; activation, % at 10 µM; Pro5-aDG cells, alpha-DG glycosylation AlphaScreen (IIH6); 0% Pro5, 100% B10-LARGE cell signal; 360,000 tested, 0.22% active; AID 624168;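 active = activation of at least 8% versus controls, or a plate z-score of at least 8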;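 note: Pro5 are CHO cells carrying HIG-tagged alpha-DG that lacks glycosylation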
* marks the source's active call; other numbers are inactive results; u = inconclusive; x = no result given.

SMILES	Vif imaging	MC4R antagonist	PDI turbidity	HTR2A ag	H9c2 protect	CaV13 ICDI inh	ABCB6 inh 2	MC4R barr agon	N-glyco inh	aDG glyco act
O=C(COC(=O)c1ccccc1)Nc1cc(S(=O)(=O)N2CCCCCC2)ccc1Cl	-3	7	16	6	-10	-18	94	8.8*	2	-0.1
C[C@@H]1CN([C@@H](C)CO)C(=O)c2cc(Br)cnc2O[C@@H]1CN(C)S(C)(=O)=O	-13	3	11	2	-1	-7	91	-0.9	-1	-0.2
O=C(NC(=S)N1CCN(c2ccccn2)CC1)c1ccccc1	2	-1	-3	0	-3	-5	93	-2.8	1	-0.3
Cc1c(NC(=O)C2(c3ccccc3)CCCC2)c(=O)n(-c2ccccc2)n1C	3	1	9	-4	2	-5	98	-0.5	0	0.2
CCOc1ccc(NC(=O)CN(C)C(=O)c2ccccc2Cc2ccccc2)cc1OCC	10	18	10	0	12	-2	96	0.8	9	-0.2
CC(C)C(C(=O)Nc1ncn[nH]1)N1C(=O)c2ccccc2C1=O (configuration not stated)	0	8	-12	1	3	x	137	-2.7	0	1.3
CCOC(=O)C(C)Oc1cccc2c(=O)n(CC(=O)Nc3cccc(OC)c3)ccc12 (configuration not stated)	0	7	x	-3	13	-5	94	0.2	2	0.1
COc1cc(-c2nc3n(n2)C(c2ccc(F)cc2)C2=C(CCCC2=O)N3)cc(OC)c1OC (configuration not stated)	u	4	-7	1	17	-6	92	-2.4	6	0.1
COC(=O)C1=COC(OC2OC(CO)C(O)C(O)C2O)C2C1C=CC2(O)CO (configuration not stated)	1	7	x	1	-1	x	101	-0.2	-1	-0.1
CSc1ncccc1C(=O)N1CCN(S(=O)(=O)c2ccc(C)cc2)CC1	-16	-3	15	0	1	-4	100	-1.3	1	0.0
C[C@H](NC(=O)C1CC(=O)N(c2ccc3c(c2)OCCO3)C1)C(=O)N1CCCCC1 (some centres not stated)	-13	7	-4	-3	2	-4	101	-2.0	0	0.0
COc1cc(/C=N/Nc2snc(SC)c2C#N)ccc1O	x	-17	-8	-5	0	-5	100	0.5	19	-0.3
Cc1cc(NC(=O)c2ccc([N+](=O)[O-])cc2Cl)no1	-10	-3	-7	4	-3	-4	97	-0.1	-1	0.3
CCCCN(C(=O)c1ccc(N(C)S(=O)(=O)c2ccc(C)cc2)cc1)c1c(N)n(CC(C)C)c(=O)[nH]c1=O	1	5	8	-4	2	-3	96	-2.4	1	0.2
COc1cc2oc3ccc(C#Cc4ccc(N)cc4)cc3c(=O)c2cc1OC	-4	4	3	4	57*	-10	87	6.0	-2	-0.2
Cc1cc(NC(=O)CSc2nccn2-c2ccc([N+](=O)[O-])cc2)no1	-1	8	-2	-3	0	-1	98	-0.1	0	0.0
O=C(NCc1ccc2c(c1)OCO2)c1ccc(CSCc2cccc(Cl)c2)o1	-2	17	11	-1	-8	-18	99	-2.9	2	0.3
O=C(Nc1cccc(F)c1)c1ccc(-c2ccccc2Cl)o1	0	3	-6	-2	-22	x	100	2.5	-3	0.1
O=C(CN1C(=O)c2cccnc2Oc2ccc(Cl)cc21)NC1CCCCCC1	-6	8	-4	-1	6	-5	104	-2.3	-5	-0.1
CC(=O)c1ccc(N2CCN(S(=O)(=O)c3c(C)[nH]c(C)c3C(=O)N3CCCCC3)CC2)cc1	7	3	0	-1	0	-3	101	-0.1	2	0.1
Cc1cc(C)n(-c2nc(C)nc(N)n2)n1	11	10	3	0	0	x	94	-0.1	1	-0.1
CCN(CC(=O)Nc1ccccc1C(F)(F)F)C(=O)c1ccc(N2C(=O)CCC2=O)cc1	2	-4	-2	4	3	-3	95	0.4	1	-0.1
Cc1nnn(C23CC4CC(CC(C(=O)NN)(C4)C2)C3)n1	2	14	0	1	4	-6	100	-0.3	0	-0.1
COc1ccc(CCC(=O)NC2CCC(C)CC2)cc1 (configuration not stated)	14	5	9	0	1	-5	101	-0.9	1	0.0
Cc1ccc(S(=O)(=O)N2CCN(C(=O)C(C)Cn3nc(C)c(C)c3C)CC2)cc1C (configuration not stated)	-7	12	-12	14	3	-2	99	-0.7	0	-0.1
Nc1ccccc1OCCOc1ccccc1N	1	5	-2	2	2	-4	99	-1.0	3	-0.1
O=C(CSc1ncnc2sccc12)Nc1ccc(S(=O)(=O)N2CCOCC2)cc1	5	3	-2	6	-5	-2	101	-1.8	1	-0.2
CCc1cccc(CC)c1NC(=S)NC(C)c1ccccc1 (configuration not stated)	18	16	-2	6	-6	1	93	1.8	-5	0.7
C/C(=N\NC(=O)c1cccc(Br)c1)c1ccc(Br)cc1	5	2	0	-3	-5	-4	100	-1.6	3	0.3
Cc1c(Cl)cccc1NC(=S)NNc1ncc(C(F)(F)F)cc1Cl	-15	-2	1	-12	-15	-4	98	-2.5	-4	-0.1
NS(=O)(=O)c1ccc(N2CCCCCC2)c([N+](=O)[O-])c1	-3	18	-2	-1	-1	-6	99	1.7	-1	0.1
Cc1cc(C)c(C(=O)NC2CCCc3c2cnn3-c2ccc(C)c(C)c2)c(=O)[nH]1 (configuration not stated)	16	-8	-7	6	2	-2	102	-1.0	-1	0.2
CC(=O)Nc1cnc(-c2ccccc2O)cn1	11	-5	4	-4	-9	-6	97	-2.1	0	-0.4
Cc1ccc(C)c(Nc2cc(C)nc3ncnn23)c1	6	7	1	-1	2	-20	98	1.1	2	0.0
COc1ccc(OCC(=O)Nc2ccc(N3CCN(C(=O)c4ccccc4C)CC3)cc2)cc1	-1	-5	5	1	1	-2	94	2.7	-7	-0.3
CSc1ncccc1C(=O)NCC(c1ccco1)N1CCCCC1 (configuration not stated)	15	11	-5	-1	-10	-5	98	-0.3	0	-0.3
CCOC(=O)CSc1ncnc2c1nnn2-c1ccc(F)cc1	7	8	7	3	-23	x	89	0.4	-3	-0.1
Cc1nc2c(C(=O)N3CCN(c4ccccn4)CC3)cnn2c(C)c1Cc1cccc(Cl)c1	-4	-14	5	0	-4	-6	91	-1.3	-1	0.1
CCOC(=O)c1c(NC(=O)C2CCCO2)sc(C(=O)OC(C)(C)C)c1C (configuration not stated)	x	5	0	1	-6	x	109	-1.2	2	-0.1
O=S(=O)(Nc1ccccn1)c1cnc(Cl)c(Br)c1	-5	12	7	0	7	-5	92	-0.2	3	-0.1
O=C(OC1CCCCC1)c1cc2ccccc2oc1=O	4	0	-6	-2	-4	-19	98	-1.5	0	0.0
CC(C)NCC(O)c1ccc(O)c(O)c1 (configuration not stated)	23	-9	5	1	-2	-6	88	1.7	-1	-0.2
CCN1CCC2(CC1)N=C(c1ccc(F)cc1)C(=S)N2	7	5	2	5	9	-6	99	-2.5	1	-0.3
CC(C)OCCCNC(=O)CN1CCN(Cc2ccc(Cl)cc2)C1=O	-1	4	12	7	0	-13	98	-0.4	0	0.2
COc1ccccc1NC(=O)CCCNC(=O)Cn1cnc2sc(C)c(C)c2c1=O	0	2	-3	-5	-1	-3	169	-1.0	4	0.1

Random excerpt: two records from the list.
SMILES	Vif imaging	MC4R antagonist	PDI turbidity	HTR2A ag	H9c2 protect	CaV13 ICDI inh	ABCB6 inh 2	MC4R barr agon	N-glyco inh	aDG glyco act
O=S(=O)(Nc1ccccn1)c1cnc(Cl)c(Br)c1	-5	12	7	0	7	-5	92	-0.2	3	-0.1
COc1ccccc1NC(=O)CCCNC(=O)Cn1cnc2sc(C)c(C)c2c1=O	0	2	-3	-5	-1	-3	169	-1.0	4	0.1

Other entries:
SMILES	Vif imaging	MC4R antagonist	PDI turbidity	HTR2A ag	H9c2 protect	CaV13 ICDI inh	ABCB6 inh 2	MC4R barr agon	N-glyco inh	aDG glyco act
O=C(Cc1cccs1)Nc1cccc(-c2nc3ccccc3o2)c1	0	2	-1	1	-12	-5	94	6.8	4	0.6
COc1ccc([C@@H]2CC=C(C(=O)O)[C@H](c3ccc(F)cc3)N2S(=O)(=O)c2ccccc2C)cc1	x	16	8	3	7	-11	103	-0.8	-1	0.3
COc1ccc2[nH]c(=O)c(CN(C(C)=O)c3cccc(C)c3)cc2c1	-9	-2	1	7	-7	-5	92	-0.6	2	0.0
Cc1ccc(-c2cc3c(n2-c2ccc(C(=O)O)cc2)CCCC3=O)cc1	4	18	-10	3	7	-14	100	-2.1	3	-0.2
CC(C)(C)CC(C)(C)NC(=O)Nc1cccc([N+](=O)[O-])c1	14	-6	3	-4	-13	-8	92	2.6	-4	0.3
CCOc1ccc2nc(NS(=O)(=O)c3ccc4c(c3)n(C)c(=O)n4C)sc2c1	9	12	-1	4	2	-4	89	0.9	3	-0.3
COc1ccc(NC(=O)Cc2c(F)cccc2Cl)cc1	10	11	5	-2	6	-4	101	0.4	-5	-0.3
Cc1noc(C)c1COC(=O)c1cccc(S(=O)(=O)N2c3ccccc3CC2C)c1 (configuration not stated)	-25	9	11	-1	-31	0	93	-1.4	-6	0.8
Cc1nnsc1Sc1ccccn1	1	5	-9	1	5	-6	105	-3.7	1	-0.1
COc1ccc(C2=NOC(C(=O)Nc3ccc4c(c3)OCO4)C2)cc1OC (configuration not stated)	0	18	-5	3	-3	-13	101	-2.4	1	0.1
CCNC(=O)NC1(C(=O)Nc2ccc3c(c2)CCC3)CCCCC1	9	4	5	3	1	-4	100	-2.3	-1	-0.1
OC[C@H]1O[C@@H](n2cnc3c(NC4CCCC4)ncnc32)[C@H](O)[C@@H]1O	67*	13	7	1	20	-6	94	-0.1	-1	0.0
COc1ccc(CNC(=O)Cn2c(=O)n(CC(=O)N3CCCCC3)c(=O)c3sccc32)cc1	-5	1	-1	7	4	-2	98	-0.6	2	-0.1
CC(=O)Nc1ccc(NC(=S)NC(=O)/C=C/c2ccc(Cl)cc2)cc1	-1	2	0	-1	2	-4	105	-3.6	7	0.3
Cc1cnc(C(=O)Nc2ccc(OC(F)(F)F)cc2)cn1	-2	-7	-2	6	-8	-21	107	-1.0	22	-0.1
Fc1ccccc1CSc1nc2ncccc2[nH]1	x	6	15	6	-13	x	86	-0.6	-3	0.1
O=C(COc1ccc2ccccc2c1)Nc1ccc2c3c(cccc13)CC2	-2	-6	-15	2	-3	-1	102	34*	1	0.3
Cc1ccc(C)c(OCc2cc(C(=O)N3CCOCC3)no2)c1	-5	-2	6	6	-2	-4	100	-1.1	5	0.2
O=C(NC(Cc1nn[nH]n1)C(=O)OCc1ccccc1)OCc1ccccc1 (configuration not stated)	x	-3	-13	4	0	-19	104	-0.6	0	-0.2
O=C(NCCc1ccncc1)Nc1cccc(Cl)c1	22	13	5	-1	5	-5	108	-0.8	-13	0.5
Cc1cc(=O)oc2c(C)c(OCC(=O)NCc3ccccn3)ccc12	20	10	1	-2	3	-15	102	-1.4	0	0.6
CN(C)CCNc1nc2sc3c(c2c(=O)n1CCc1ccccc1)CCCCC3	1	3	10	-8	-18	-21	99	4.2	8	0.3
Cc1cc(C)nc(NS(=O)(=O)c2ccc(NS(=O)(=O)c3ccc(C#N)cc3)cc2)n1	-4	1	5	-2	0	-4	104	-2.8	2	0.2
